NRP1-CendR mod: modulators of CendR peptide binding to human neuropilin-1; 360,000 compounds, 0.85% hits; FAM-RPARPAR peptide binding to NRP-1, fluorescence polarization; O14786; AID 602438; inhibition, % at 25 µM;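 active = inhibition or corrected inhibition above about 18%, plus a signal ratio from 0.5 to 1.5, limit read from the data, passing the limit was not always enough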; note: strong numbers were not always called active
MsrA act: bovine methionine sulfoxide reductase A activation | purified bovine MsrA, absorbance read-out | activation, % at 10.6 µM | 360,000 compounds, 0.3% hits; in the data active = activation above about 7.5%;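 note: 0% = vehicle and 100% = reference activator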
E coli Lon inh: inhibits E. coli Lon protease; purified E. coli Lon protease, fluorescence polarization; inhibition, % at 7.94 µM; 360,000 compounds, 0.42% hits; AID 602123; in the data active = inhibition above about 13%, passing the limit was not always enough;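 note: 0% = enzyme with probe and DMSO and 100% = no enzyme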
Scp-1 inhibitor: inhibitors of human Scp-1 phosphatase; Recombinant Scp1, phosphopeptide, malachite green phosphate absorbance; inhibition, % at 20 µM; 340,000 compounds, 0.88% hits; AID 493091;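 active = inhibition above about 50% at 20 µM, limit read from the data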;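 note: plate controls were DMSO wells with enzyme for no effect and wells lacking enzyme for full effect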
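Assay system: SCP-1 catalytic fragment, aa 76-261 | Buffer or medium: Tris acetate buffer pH 5.5 with MgCl2 and Tween-20 | Compound: One concentration, 20 µM, with 1.0% DMSO | Also added: Phospho 17-mer peptide substrate | Signal: Absorbance at 630 nm | Incubation: 45 min enzyme reaction at room temperature | Measure: % inhibition of SCP-1 phosphate liberation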
SUMO1-SIM PPI: modulators of human SUMO1-mediated protein-protein interactions | 360,000 compounds, 0.33% hits | inhibition, % at 20 µM | AID 602429 | SUMO1 binding to a labelled peptide, TR-FRET, 1 h; in the data active = inhibition above about 37%
LMPTP inh: blocks human LMPTP phosphatase; P24666; recombinant LMPTP-A, OMFP fluorogenic substrate, fluorescence intensity; inhibition, % at 20 µM; 360,000 compounds, 0.22% hits;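 active = compounds that cut the enzyme signal by at least half of the control window in the single-dose screen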;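 note: plate controls were DMSO wells with enzyme plus substrate for no effect and substrate without enzyme for full effect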
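Assay system: LMPTP-A enzyme. Input: 0.625 nM LMPTP-A final. Probe or stimulus: 400 µM OMFP. Compound dosing: single 20 µM dose. Schedule: 50 min dark incubation at room temperature. Detection: fluorescence intensity of OMFP turnover product. Read-out: percent inhibition versus substrate-only and uninhibited controls. Benchmarks: no-enzyme low control, uninhibited high control.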
STEP inh: blocks human striatal-enriched tyrosine phosphatase | P54829 | recombinant STEP, OMFP fluorogenic substrate, fluorescence | inhibition, % at 20 µM | 360,000 compounds, 0.25% hits;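 active = inhibition at 20 µM, scaled per plate between control wells, above about 37%, limit read from the data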;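 note: 0% = DMSO with enzyme and substrate and 100% = substrate only without enzyme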
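Measure: Control-normalized % inhibition with plate pattern correction | Test system: STEP phosphatase, cell-free reaction | Medium: pH 6.0 Bis-Tris with DTT and Tween 20 | Technique: Fluorescence, 480/540 nm | Times: Reaction 20 min, ambient temperature | Doses: Single compound dose of 20 µM, 1% DMSO final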
MsrA inh: inhibits bovine methionine sulfoxide reductase A; inhibition, % at 15.5 µM; purified bovine MsrA, absorbance read-out; 360,000 compounds, 0.75% hits; AID 651718; in the data active = inhibition above about 4.5%;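 note: 0% = vehicle wells with enzyme and 100% = reference inhibitor wells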
TbMetRS inhib: Trypanosoma brucei MetRS inhibition; 360,000 compounds, 0.4% hits; purified T. brucei MetRS, ATP depletion, Kinase-Glo luminescence; inhibition, % at 11.9 µM;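 active = inhibition above a per-plate cutoff of the control wells' mean inhibition plus 3 SD, cut at about 5.5% in these data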;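 note: 0% = DMSO wells median and 100% = median of wells with control inhibitor compound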
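Material: parasite MetRS enzyme / Replication: singlicate, one well per compound / Signal: luminescence of leftover ATP / Schedule: 2 h aminoacylation at 25 °C after 15 min preincubation / Medium: HEPES-MgCl2-KCl buffer plus DTT, spermine, BSA, pyrophosphatase / Doses: 11.9 µM single point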
DNMT1 inh: inhibitors of human DNMT1. 360,000 compounds, 0.83% hits. DNMT1 molecular beacon, Hinp1I cleavage, fluorescence. AID 588458. inhibition (reported as % activation of signal), % at 10 µM; in the data active = inhibition above about 50%
Target sequence (P26358 504-1616 limits assumed): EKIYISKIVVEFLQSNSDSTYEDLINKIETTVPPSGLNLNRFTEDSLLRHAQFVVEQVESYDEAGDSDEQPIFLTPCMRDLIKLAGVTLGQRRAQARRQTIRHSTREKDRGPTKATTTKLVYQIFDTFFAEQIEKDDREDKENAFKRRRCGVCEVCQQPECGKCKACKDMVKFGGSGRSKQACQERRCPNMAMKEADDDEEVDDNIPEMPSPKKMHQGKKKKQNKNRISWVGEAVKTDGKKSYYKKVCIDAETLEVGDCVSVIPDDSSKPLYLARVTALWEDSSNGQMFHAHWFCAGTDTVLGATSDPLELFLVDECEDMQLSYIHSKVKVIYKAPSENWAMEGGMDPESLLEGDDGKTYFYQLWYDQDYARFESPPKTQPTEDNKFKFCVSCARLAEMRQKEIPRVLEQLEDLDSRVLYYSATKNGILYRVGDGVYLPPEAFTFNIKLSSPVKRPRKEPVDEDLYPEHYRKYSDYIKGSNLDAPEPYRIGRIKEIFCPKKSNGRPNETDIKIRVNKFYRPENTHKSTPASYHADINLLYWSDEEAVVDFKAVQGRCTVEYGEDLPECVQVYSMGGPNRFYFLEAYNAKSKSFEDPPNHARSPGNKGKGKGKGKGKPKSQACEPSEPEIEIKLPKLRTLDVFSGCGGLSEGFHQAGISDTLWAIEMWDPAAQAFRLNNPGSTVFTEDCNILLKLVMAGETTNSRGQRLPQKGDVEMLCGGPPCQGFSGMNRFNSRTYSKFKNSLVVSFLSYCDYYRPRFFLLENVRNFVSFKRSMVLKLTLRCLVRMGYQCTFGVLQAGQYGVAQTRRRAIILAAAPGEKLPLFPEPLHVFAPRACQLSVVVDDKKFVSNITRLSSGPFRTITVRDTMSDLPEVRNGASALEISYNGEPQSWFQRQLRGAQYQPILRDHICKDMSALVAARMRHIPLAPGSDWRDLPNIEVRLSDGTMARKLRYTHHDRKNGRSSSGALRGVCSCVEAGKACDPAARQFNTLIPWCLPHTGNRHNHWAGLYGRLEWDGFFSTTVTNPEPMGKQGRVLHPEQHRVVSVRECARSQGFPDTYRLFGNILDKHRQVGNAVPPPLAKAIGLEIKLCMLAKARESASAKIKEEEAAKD
Starred values were filed as active, the others as inactive; i = inactive; · = no result given; & = joins results of further samples. The list is partial, so the mix of outcomes need not match the whole.

SMILES	NRP1-CendR mod	MsrA act	E coli Lon inh	Scp-1 inhibitor	SUMO1-SIM PPI	LMPTP inh	STEP inh	MsrA inh	TbMetRS inhib	DNMT1 inh
CC(=O)c1ccc(OC(NC(=O)c2ccco2)C(Cl)(Cl)Cl)cc1 (centres undefined)	-10	-3	-5	-9	3	-0.9	1	0.0	0.1	-1
CCCCCCC(=O)N/N=C/c1c(O)n(C2CC2)c(=S)[nH]c1=O	-10	-6	3	-13	1	-2.0	1	1.2	0.3	0
CN1CCN(c2cc(N3CCCCCC3)c(F)cc2[N+](=O)[O-])CC1	2	-6	9	1	-23	2.5	-2	1.4	-0.1	-4
CN1CC=C(c2c[nH]c3ccccc23)CC1	2	-3	-1	-9	-10	1.2	-2	-0.2	0.1	3
COc1cc(/C=C/c2nc3ccccc3c(=O)n2-c2cccc(O)c2)ccc1O	-70	-6	-120	-2	4	1.7	1	2.1	-0.3	-9
CN1CCN(c2cc(N3CCCC3)c([N+](=O)[O-])cc2F)CC1	3	-3	1	-9	-41	3.6	0	1.1	0.0	-4
COC(=O)C1=C(c2c(C)noc2C)C[C@@H]2CC[C@H]1N2C(=O)NCCOc1ccc(OC)cc1	-7	-8	6	-8	0	-1.6	-5	-0.1	-0.3	5
CC1=C(C)CC2(CC1)C(=O)NC(=O)NC2=O	-1	0	-3	0	-2	-2.0	1	-0.6	-0.3	3
Cc1c2cnn(CC(=O)N3CCC4(CC3)OCCO4)c(=O)c2c(C)n1Cc1ccccc1Cl	0	-3	0	-5	0	-1.4	1	0.2	-0.2	-1
COc1ccc(Oc2c(C)oc3cc(OC(=O)N(C)C)ccc3c2=O)cc1	18	3	0	-7	-2	-0.4	0	0.4	-0.2	0
CC1=C(C(=O)Nc2ccccc2)S(=O)(=O)CCO1	-3	-3	-8	-4	2	-1.5	-3	1.0	-0.4	3
CCOC(=O)C1C2c3ccccc3O[C@@]1(C)N=C1SCC(=O)N12 (some centres undefined)	0	-6	4	10	2	0.2	-1	0.1	-1.6	1
CC(Cc1ccccc1)NC(=O)/C=C/c1ccc(Cl)cc1 (centres undefined)	-5	-4	-4	-10	-9	0.6	-2	-0.5	-0.4	-1
COc1ccc(OC)c(-n2c(O)c(/C=C3\C=Nc4ccccc43)c(=O)[nH]c2=O)c1	-12	-3	-73	6	-11	1.6	1	-1.0	-0.8	3
COC(=O)C1=C(c2ccc(OCc3ccccc3)cc2)C[C@@H]2CC[C@H]1N2C(=O)NCc1cccc(C(F)(F)F)c1	3	0	0	-10	1	7.6	-2	0.3	-0.2	-2
O=c1c2ccccc2nc(-c2ccco2)n1-c1nccs1	6	-4	3	-2	5	0.3	0	1.1	-0.2	10
Oc1ccc2ccccc2c1CN1CC=C(c2ccccc2)CC1	11	-2	-6	-4	1	3.1	2	1.2	-0.1	0
COc1ccc(NC(c2ccccc2F)P(=O)(Oc2ccccc2)Oc2ccccc2)cc1 (centres undefined)	-2	-1	2	-15	2	1.7	1	0.5	-0.2	-8
c1ccc(C2CN3CCC2CC3)cc1 (centres undefined)	-4	-2	-13	-4	0	-0.4	0	-0.6	-0.1	1
Cc1ccccc1NC(=S)NC(NC(=O)CF)C(Cl)(Cl)Cl (centres undefined)	-2	-2	-11	-3	0	-0.5	0	-0.5	-0.4	-1
Cc1cccc(N2C(=O)NC(=O)/C(=C\c3cnn(-c4ccccc4)c3)C2=O)c1	-44	-4	-11	-3	13	5.0	2	0.3	-0.4	-8
N#Cc1c(/N=C/c2c(O)n(Cc3ccco3)c(=O)[nH]c2=O)sc2c1CCCC2	-88	-10	-142	43	5	2.5	7	-0.7	0.3	67*
N#Cc1ccccc1Cn1cc(C(=O)c2cccs2)c2ccccc21	-6	-4	-5	-4	-3	4.0	-1	1.8	-0.5	-8
COc1ccc(CC(C)NCCC(c2ccccc2)c2ccccc2)cc1 (centres undefined)	9	0	7	6	-2	-0.7	-1	0.1	-1.0	2
CCN(CC)c1ccc(/C=C2\C(=O)NC(=S)N(C)C2=O)o1	-17	3	i	-10	-258	20	8	-1.1	-0.2	0
CN(CC=CCN(C)P(=S)(N1CC1)N1CC1)P(=S)(N1CC1)N1CC1	0	-2	-7	-22	8	-3.4	-4	-0.1	0.3	-1
CC(C)N1C(=O)/C(=C/C=C/c2ccco2)C(=O)N(Cc2ccco2)C1=O	-131	-2	-123	70*	8	4.7	2	-1.3	0.7	109*
C/C(Cl)=C/CC1(CN2CCCC2=O)C(=O)NC(=O)NC1=O	2	-1	0	-3	5	-0.3	-4	-0.3	-0.5	0
C=C1N2CCC(CC2)C1(O)c1ccc(C)cc1 (centres undefined)	-2	-1	-4	-2	3	-1.9	2	-0.3	-0.2	0
Cc1cccc(C)c1-n1nnnc1C(C1CC1)N1CCC2(CC1)C(=O)NCN2c1ccccc1 (centres undefined)	4	4	-2	·	6	1.8	3	-0.8	-0.5	-6
COc1ccc2c(c1)C1(C(=O)O)CC=CCC1(C(=O)O)C2 (centres undefined)	5	-4	5	2	4	-1.9	-1	1.6	-0.2	3
Cc1ccccc1NC(=O)N1Cc2ccccc2-n2nncc2C1	-1	-3	1	·	3	-0.6	4	-1.0	-0.6	2
CCC(C)n1c(O)c(/C=N/N2CCOCC2)c(=O)[nH]c1=S (centres undefined)	6	3	-3	-4	-2	-1.9	0	2.4	0.6	-5
CNC(=O)O/N=C(\N)Cc1csc2ccccc12	12	-5	7	-4	-1	-0.8	4	-0.8	-0.7	1
C=C1C(O)(c2ccccc2)C2CC[N+]1(C)CC2 (centres undefined)	7	-2	1	22	0	-1.7	-4	-0.7	-0.5	-1
O=c1c2ccccc2nc(-c2ccccc2Cl)n1-c1ccc(O)cc1	4	-2	-4	-2	11	0.1	0	-0.4	-1.2	-1
Fc1cccc(F)c1-c1nc(-c2ccc(Cl)cc2)no1	-7	-2	4	-13	2	3.2	-1	0.1	-0.1	-1
Cc1ccc(Sc2ccc(C=C3C(=O)N(C)C(=O)N(C)C3=O)o2)cc1	-12	-2	-116	4	10	3.4	-2	-0.7	0.5	3
Cn1c(=O)cc(OCC(=O)N2CCC3(CC2)OCCO3)c2ccccc21	-7	-2	-7	3	-1	-0.5	-3	-0.9	-0.8	4
OCCNCCc1c[nH]c2ccc(OCc3ccccc3)cc12	5	-4	-4	-10	-4	1.2	-1	1.6	-0.7	-2
COc1ccc(-n2nc(C(=O)NCC(=O)N3CCC4(CC3)OCCO4)c3ccccc3c2=O)cc1Cl	-6	0	-2	-7	-20	0.5	0	0.9	0.0	0
COc1ccc(-n2c(=S)[nH]c3ccc(C)cc3c2=O)cc1	12	0	10	·	-28	-0.6	-2	-0.9	-0.2	9
CC(C)c1onc(C(=O)N2CCC3(CC2)OCCO3)c1[N+](=O)[O-]	-3	-5	0	-1	1	-1.9	-3	-0.9	-0.5	2
CN1CCN(c2ccc(C(N)=O)cc2[N+](=O)[O-])CC1	-13	-3	-12	-7	-16	-0.7	-1	0.7	0.3	7
COc1cc(OC)c(OC)cc1CNCCc1ccc2c(c1)OCO2	-11	-1	3	-10	-2	0.9	0	0.3	-0.5	-3
COC(=O)C1=C(c2cccc(OCc3ccccc3)c2)C[C@@H]2CC[C@H]1N2C(=O)NCc1ccc(Br)cc1	9	-4	0	13	1	3.9	2	-0.7	-0.3	-12
C#CC1(O)CCC2C3CCC4=C/C(=N/OCC(=O)NCC(=O)NC(C(=O)O)C(C)C)CC[C@]4(C)C3CC[C@@]21C (some centres undefined)	-1	-10	-4	0	6	4.5	-1	-0.7	-1.0	-1
Nc1cc(C(=O)Nc2ccc(Cl)cc2)ccc1N1CC2CC(C1)c1cccc(=O)n1C2 (centres undefined)	-3	-7	-2	-2	4	-1.6	-1	0.1	-0.3	-4
CCOC(=O)[C@]12Cc3cc(C)ccc3[C@H]1N(Cc1ccccc1)C(=O)c1cc(F)c(F)cc12	-8	-4	-2	·	5	3.9	·	0.5	-0.2	·
C[C@@H]1COc2cccc(N3CCN(C)CC3)c2S(=O)(=O)N1	8	-2	-2	·	7	-3.0	·	-0.8	0.0	·
(cont.)
SMILES	NRP1-CendR mod	MsrA act	E coli Lon inh	Scp-1 inhibitor	SUMO1-SIM PPI	LMPTP inh	STEP inh	MsrA inh	TbMetRS inhib	DNMT1 inh
COc1cccc(N2C(=O)/C(=C/c3ccc(C)o3)C(=O)NC2=S)c1	-175	-1	-59	39	20	1.1	4	-0.1	0.0	62*
COc1ccc2ccccc2c1CNCCc1ccccc1	-6	-6	7	-1	-12	0.6	2	-0.3	2.0	0
FC(F)(F)c1cccc(NC2=NCCCS2)c1	2	-1	-1	-1	-2	-0.9	0	-0.6	0.4	4
COC(=O)C1=C(c2cccc(OC)c2OC)C[C@@H]2CC[C@H]1N2C(=O)NCc1ccc(C(F)(F)F)cc1	0	-2	-2	-10	-2	1.3	1	0.0	0.0	10
Cc1c(N=Cc2c(O)n(Cc3ccc(F)cc3)c(=O)[nH]c2=O)c(=O)n(-c2ccccc2)n1C	4	-2	-5	-5	-2	-0.4	0	4.9*	-0.5	-2
O=C1CN=C(c2ccccc2)c2cc(Br)ccc2N1Cc1cc(=O)n2ccccc2n1	-5	-3	5	-3	-9	-1.5	2	1.3	0.2	-3
C[C@@]12N[C@@H](Cc3ccccc31)c1ccccc12	-4&-4	0&-2	-4&-5	-12&16	0&0	-1.8&-1.4	-4&-2	-0.3&1.8	0.0&0.5	0&3
O=C1NCN(c2ccccc2)C12CCN(C(c1nnnn1C1CCCC1)C1CC1)CC2 (centres undefined)	7	-2	-4	·	3	-1.1	0	-0.7	-0.6	0
Cc1ccc(CNCCc2ccccc2F)cc1	-6	-1	-8	-3	0	-1.3	-2	-0.5	-0.1	0
COC(=O)C1=C(c2ccc(F)cc2OCc2ccccc2)C[C@@H]2CC[C@H]1N2C(=O)NCc1ccc(OC)c(OC)c1	12	0	12	-6	0	1.9	0	0.2	0.1	-2

Four entries from above, with bars between the fields:
mol | NRP1-CendR mod | MsrA act | E coli Lon inh | Scp-1 inhibitor | SUMO1-SIM PPI | LMPTP inh | STEP inh | MsrA inh | TbMetRS inhib | DNMT1 inh
COC(=O)C1=C(c2cccc(OC)c2OC)C[C@@H]2CC[C@H]1N2C(=O)NCc1ccc(C(F)(F)F)cc1 | 0 | -2 | -2 | -10 | -2 | 1.3 | 1 | 0.0 | 0.0 | 10
Cc1c(N=Cc2c(O)n(Cc3ccc(F)cc3)c(=O)[nH]c2=O)c(=O)n(-c2ccccc2)n1C | 4 | -2 | -5 | -5 | -2 | -0.4 | 0 | 4.9* | -0.5 | -2
O=C1CN=C(c2ccccc2)c2cc(Br)ccc2N1Cc1cc(=O)n2ccccc2n1 | -5 | -3 | 5 | -3 | -9 | -1.5 | 2 | 1.3 | 0.2 | -3
C[C@@]12N[C@@H](Cc3ccccc31)c1ccccc12 | -4&-4 | 0&-2 | -4&-5 | -12&16 | 0&0 | -1.8&-1.4 | -4&-2 | -0.3&1.8 | 0.0&0.5 | 0&3

Screening results from PubChem BioAssay.
